Exocytosis inh = blocks lytic granule exocytosis; TALL-104 LAMP-1 surface exposure, flow cytometry; cells stimulated with thapsigargin and PMA; inhibition, % at 10 µM; 0.66% of 360,000 active; AID 651702;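 active means inhibition above about 55%, limit read from the data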
NCOA3 inh = inhibitors of human steroid receptor coactivator 3 (SRC3); HEK293 GAL4-SRC3 luciferase reporter, luminescence; 0.17% of 360,000 active; AID 588352; Q9Y6Q9; inhibition, % at 3.6 µM;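 active means inhibition above a per-campaign cutoff, the mean of all compounds plus 3 SD, cut at about 60% in these data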;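 further: 0% = DMSO-treated cells and 100% = gossypol-treated cells at 36 µM; higher means less SRC3-driven luciferase light from the GAL4 reporter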
TROY NFkB inh = inhibitors of TROY-dependent NF-kB signaling. Q293 LMP1-TROYcd NF-kB luciferase reporter, 4 h. AID 1347056. inhibition, % at 10 µM. 0.98% of 360,000 active;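 active means compounds whose plate-normalised and pattern-corrected inhibition of the luciferase reporter signal at the single screening dose is 50% or more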
ABHD5 PLIN5 PPI = inhibitors of human ABHD5-perilipin-5 interaction; Q00G26+Q8WTS1; Split G. princeps luciferase complementation, luminescence, 4 h; inhibition, % at 4 µM; 0.78% of 360,000 active; AID 602281;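 active means inhibition above the mean inhibition across every tested compound plus 3 SD, cut at about 22% in these data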;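 further: 0% = DMSO only wells and the 100% control is not disclosed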
NR5A2 inv ag = inverse agonists of human LRH-1 (NR5A2); HEK293T StAR-luciferase reporter, LRH-1 transfected, 24 h; inhibition, % at 3.6 µM; 0.13% of 360,000 active;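 active means inhibition above the mean inhibition of all tested compounds plus 3 SD, cut at about 73% in these data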;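 further: 0% = DMSO wells and 100% = reporter-only cells lacking LRH-1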
NCOA1 inh = inhibits human SRC1 coactivator. AID 588354. HEK293 GAL4-SRC1 luciferase reporter, luminescence. inhibition, % at 3.6 µM. 0.12% of 360,000 active. Q15788;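 active means inhibition above the campaign mean plus 3 SD, with each screening campaign given its own cutoff, cut at about 60% in these data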;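 further: 0% = DMSO treated cells and 100% = gossypol at 36 µM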
TWEAK Fn14 block = blocks TWEAK-Fn14 interaction in a reporter cell assay. TWEAK-stimulated Fn14 reporter cells, luciferase luminescence, 8 h. inhibition, % at 10 µM. 2% of 360,000 active. AID 1159606; in the data active means inhibition above about 50%
NOD2-RIPK2 inh = blocks binding of human NOD2 to RIPK2; O43353; CHO BLA complementation NOD2-RIPK2, CCF4 ratio; inhibition, % at 4.98 µM; 0.38% of 360,000 active; in the data active means inhibition above about 21%;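 further: 0% = vehicle only and 100% = reference blocker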
TLR9-MyD88 block = TLR9-MyD88 interaction inhibition. Q9NR96+Q99836. inhibition, % at 4.98 µM. AID 504734. CHO BLA complementation TLR9-MyD88, CCF4 FRET ratio. 0.21% of 340,000 active;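 active means inhibition above the mean over all tested compounds plus 3 SD, cut at about 21% in these data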;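 further: 0% = DMSO only wells and 100% = clavulanate BLA inhibitor control wells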
NCOA2 inhibitor = inhibits human steroid receptor coactivator 2; Q15596; HEK293 GAL4-SRC2 luciferase reporter, luminescence; inhibition, % at 9 µM; 0.17% of 370,000 active;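 active means inhibition above the mean inhibition of all tested compounds plus 3 SD, set per campaign, cut at about 52% in these data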;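 further: 0% = DMSO treated cells and 100% = cells given Gossypol at 36 µM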
COUP-TFII inh = blocks human COUP-TFII nuclear receptor; HEK293T NGFI-A luciferase reporter, luminescence; inhibition, % at 8.6 µM; 0.7% of 370,000 active; AID 686940;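 active means inhibition above a per-plate cutoff, mean inhibition of test wells between control levels plus 3 SD, cut at about 38% in these data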;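 further: cells cotransfected with COUP-TFII expression vector driving the NGFI-A reporter; 0% = median of COUP-TF2 test wells and 100% = reporter-only cells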
* hit, by the source's call; . = not tested or not shown. The list is partial; the hit share may differ from the screen's.

Compound	Exocytosis inh	NCOA3 inh	TROY NFkB inh	ABHD5 PLIN5 PPI	NR5A2 inv ag	NCOA1 inh	TWEAK Fn14 block	NOD2-RIPK2 inh	TLR9-MyD88 block	NCOA2 inhibitor	COUP-TFII inh
COCC(CN1CCN(C2=NS(=O)(=O)c3ccccc32)CC1)OC(=O)c1ccc(OC)cc1 (stereo not given)	0	1	-10	-1	11	8	8	-9	-7	12	-24
COCCN1Cc2c(sc(C)c2C)N(C(=O)c2ccccc2)C1	-1	-81	-21	-8	-55	-76	-27	-5	1	-39	-40
COc1ccc(/C=C/C2=NC(=C\N(C)C)/C(=O)O2)cc1	-1	-71	.	-1	-59	-38	-4	-4	-7	-28	-15
COC(=O)c1cc(=O)n(-c2ccc(C(F)(F)F)cc2)[nH]1	-1	19	-7	-1	0	4	7	-4	-6	-46	-8
CCOc1nc(NCc2ccco2)nc(Nc2ccc(OC)cc2)n1	-9	-11	-23	-3	-10	-13	-18	10	-1	1	-19
COCCNC(=O)C1(C)CCCN(Cc2ccc(C)c3ccccc23)C1 (stereo not given)	14	-11	-13	3	-2	9	-9	7	.	29	-2
COc1ccc(S(=O)(=O)N(C)C[C@@H]2Oc3ccc(NC(=O)Nc4c(C)noc4C)cc3C(=O)N([C@H](C)CO)C[C@@H]2C)cc1	19	6	-3	-1	-11	4	-16	-1	11	-4	-11
CCOC(=O)C1=C(COC(=O)COc2cc(C)ccc2C)NC(=O)NC1C (stereo not given)	-2	-8	7	-7	-28	3	-6	6	10	-13	3
CC(=O)Nc1ccc(S(=O)(=O)N(Cc2ccccc2)c2ccccn2)cc1	2	-4	14	11	-14	-7	-6	-11	3	9	-5
CCN(C(=O)COc1cc(=O)n(C)c2ccccc12)c1cccc(Cl)c1	-2	-12	-1	-5	-13	-10	0	6	6	-20	9
COc1ccccc1CNC(=O)c1cc(-c2cc(F)ccc2OC)n[nH]1	-6	-4	-6	-6	-6	3	7	2	.	-24	-2
Cc1ccccc1CN1CCN(c2nc3ccccc3s2)CC1	-9	-97	-11	-10	-118	-75	17	-7	-4	-41	-16
Cc1c(C(=O)N2CCN(c3ccccn3)CC2)cccc1[N+](=O)[O-]	-2	5	17	3	11	10	-7	-5	2	-18	6
O=C(NCCc1ccccc1)c1ccc(-c2ccc(F)c(F)c2)c2ccoc12	-7	-1	-61	-7	-17	-10	-104	-10	.	-56	-11
O=C(O)CCNC(=O)c1ccc(NC(=O)C(c2ccccc2)c2ccccc2)cc1	-4	-4	-26	-1	13	-21	-15	-9	-5	-6	3
Cc1c(C(=O)NCc2ccc3c(c2)OCCO3)sc(=O)n1Cc1ccc2c(c1)OCO2	-3	-7	13	-6	-8	-5	1	3	.	-4	-7
Cc1c(C(=O)Nc2ccccc2)sc2nc[nH]c(=O)c12	-2	-19	-42	3	-11	-9	-11	10	0	-61	-37
O=C(Cc1ccc2c(c1)OCCO2)Nc1cccc(S(=O)(=O)N2CCOCC2)c1	7	-14	-5	-15	2	-1	9	-2	-3	11	-9
CCSc1nnc(-c2sc3nnc(-c4ccccc4)c(-c4ccccc4)c3c2N)o1	1	-7	9	-1	5	-2	-11	11	3	3	6
O=C1C(=Cc2cn(-c3ccccc3)nc2-c2ccc(OCc3ccc(Cl)cc3)cc2)SC(=S)N1CCS(=O)(=O)O	7	-7	18	2	-6	-2	62*	-9	.	-50	22
CC(C)(C)[C@H]1COC(=O)CCC/C=C/C[C@H](CC(=O)N(CCO)Cc2ccccc2)C(=O)N1	-11	14	-7	0	6	7	8	-16	5	3	-4
COC1CCCN(Cc2cn(C)nc2-c2ccc(Oc3ccccc3)cc2)C1 (stereo not given)	0	21	0	8	0	-2	-7	-3	-16	-16	6
COc1ccc(CCNC(=O)COc2ccc(N(C)S(=O)(=O)c3ccc(C)cc3)cc2)cc1	11	6	16	5	-9	5	2	-13	-5	-11	6
CCOC(=O)c1ccc(NC(=O)Nc2cccc(C)n2)cc1	-4	4	-17	-2	-4	4	-45	4	-8	1	-6
CC(Sc1nc2ccccc2o1)C(=O)O (stereo not given)	0	-46	-3	-2	-29	-7	-15	0	2	-68	0

Continued:
Compound	Exocytosis inh	NCOA3 inh	TROY NFkB inh	ABHD5 PLIN5 PPI	NR5A2 inv ag	NCOA1 inh	TWEAK Fn14 block	NOD2-RIPK2 inh	TLR9-MyD88 block	NCOA2 inhibitor	COUP-TFII inh
COc1ccc(-n2c(C)c(C)c3c(NCCN(C)C)ncnc32)cc1	-7	10	-17	11	12	-16	30	-36	-1	13	-15
Cc1nnc(SCc2ccc(C(=O)Nc3cc(Cl)ccc3C)cc2)s1	5	2	-32	0	-4	-12	-11	2	-1	-12	-19
C=CCON/C(CCC)=C1\C(=O)C(C(=O)OC)C(C)(C)CC1=NC (stereo not given)	-2	16	1	-6	9	8	8	-4	3	7	32
CCOc1cc(C(=O)Nc2ccc(S(=O)(=O)Nc3cc(C)on3)cc2)cc(OCC)c1OCC	-5	-14	7	-6	-11	-7	9	3	-2	7	-1
CCOc1ccc(OCCC(=O)OCC(=O)NC2CCCCC2)cc1	3	4	3	2	14	8	5	-9	-2	-10	-6
COCC(C)n1c(SCC(=O)c2cc(C)n(C)c2C)nc2ccccc2c1=O (stereo not given)	2	20	-27	2	3	6	11	-2	-3	16	24
CCOC(=O)C(C#N)C(Cc1ccccc1)c1ccco1 (stereo not given)	-2	15	9	-3	8	-1	2	-1	4	-10	7
Cc1ccc(Sc2ccc(NC(=O)CCl)cc2)cc1C	-4	-16	-21	-7	50	-2	19	0	-4	29	2
N=c1sccn1CC(=O)N1N=C(c2ccc(Cl)cc2)CC1c1ccco1 (stereo not given)	46	13	-10	5	-15	-43	-12	10	0	3	2
Cc1nc(C2CCCCC2)c(-c2ccccc2)c(N2CCOC2=O)c1C	-2	-2	-3	6	6	-18	1	-8	5	-14	2
CCCC(=O)Nc1ccc2c(c1)nc(CCNC(=O)c1ccco1)n2C	-2	-1	-19	2	16	-12	11	-9	.	26	-9
C1CC(CN2CCOCC2)CN(Cc2nc(CC3CC3)no2)C1 (stereo not given)	0	2	-26	1	-2	-11	9	-7	9	11	8
C=C(C)CSc1nc2sc3c(c2c(=O)n1-c1ccccc1)CCN(C)C3	-2	-14	-4	-5	-6	-6	-3	3	5	-30	-20
COc1ccc(CCC(=O)N2CCN(c3ccc([N+](=O)[O-])cc3)CC2)cc1OC	-19	12	14	8	-2	0	-1	-5	-1	-2	4
O=C(NCCNC(=O)c1cc(OCC(F)(F)F)ccc1OCC(F)(F)F)Nc1ccc(OC(F)(F)F)cc1	0	-1	17	-7	-15	3	18	6	0	7	-6
CCOc1cc(CN2CCc3c([nH]c4ccccc34)C2)ccc1OC	31	-5	-6	6	13	-18	0	-2	-3	-1	3
COc1nc2ccccc2nc1N1CCN(Cc2ccc3c(c2)OCO3)CC1	-16	12	11	-9	10	10	-1	9	13	-15	0
CCOC(=O)Cn1c(=O)oc2cc(S(=O)(=O)N3CCN(c4ccccn4)CC3)ccc21	-10	1	14	7	16	8	-19	3	-3	-11	-2
Cc1ccc(S(=O)(=O)N(CC(=O)Nc2cccnc2)c2ccc(Br)cc2)cc1	1	-4	21	-12	-8	-12	21	5	4	-13	18
CC1(C)N=C(N)N=C(N)N1c1ccc(OCC(=O)Nc2ccccc2)c(Cl)c1	1	-7	10	2	-1	-7	19	8	3	-28	-5
CCOC(=O)Cn1cc(Cl)c(=O)c(Cl)c1	11	3	-8	-1	-4	2	-17	-3	3	2	11
CC(=O)N1CCc2cc(NC(=O)C3(C)CCN3Cc3ccccc3OC(F)F)ccc21 (stereo not given)	3	-186	1	-8	-82	-2	-3	0	.	16	-76
O=C(CC1CC2CCC1C2)NCc1cccs1 (stereo not given)	2	-11	-31	-1	-32	-34	-25	-9	5	-4	-19
CCNC(=O)c1ccccc1SCc1ccccc1	-2	-1	-69	-5	-2	11	-3	1	2	-1	-11
COc1ccc(CNC(=O)c2ccc(Br)o2)cc1	-6	-10	-18	-3	-1	-10	-6	3	-6	-13	-4

Remaining list, next part
Compound	Exocytosis inh	NCOA3 inh	TROY NFkB inh	ABHD5 PLIN5 PPI	NR5A2 inv ag	NCOA1 inh	TWEAK Fn14 block	NOD2-RIPK2 inh	TLR9-MyD88 block	NCOA2 inhibitor	COUP-TFII inh
COc1ccccc1N(CC(=O)NCC1CCCO1)C(=O)CCC(=O)Nc1nccs1 (stereo not given)	2	13	-3	0	6	2	-14	-6	-3	-15	2
COC(=O)c1[nH]c2ccccc2c1NC(=O)CN1CCN(c2cccc(Cl)c2)CC1	12	-10	31	1	6	-55	59*	0	1	0	-6
O=C(NNC(=S)Nc1cccc(C(F)(F)F)c1)c1ccc(Cl)cc1Cl	1	10	42	-12	-3	9	17	-1	-19	-1	-2
O=C(NC1CCCC1)C(c1ccncc1)N(Cc1ccco1)C(=O)c1ccc(-c2ccccc2)[nH]1 (stereo not given)	0	-26	-66	21	-24	-48	0	-12	10	-24	-4
Cc1nc(-n2nnc(CO)c2CO)nc2c1CCC2	-3	-10	-9	-2	-6	-14	-26	-3	0	-9	-3
CN1CCN(C(=O)C2(NC(=O)Nc3ccccc3Cl)CCCCC2)CC1	-1	-9	5	-3	-28	4	-8	0	2	7	3
Cc1ccc(S(=O)(=O)/N=C(\N)Nc2nc(C)c3ccc(C)cc3n2)cc1	1	9	-18	3	-17	0	15	5	-4	-9	-9

Bioassay records deposited in PubChem by several laboratories.
